EPAC1 agonist: EPAC1 (human) agonism; O95398; EPAC1 agonist qHTS, biochemical assay; response scale: 100% = response to 6.5 mM cAMP; Potency, µM (series often up to 154 µM), without a hit: at the highest dose activation, usual class: activators; 360,000 tested, 0.073% active; AID 720707; also: potency is read from the fitted curve at half-maximal effect; nearly all actives have a fitted effect of over 60% in size
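Fluorescent GDP-exchange assay: 100 nM EPAC1 with 250 nM Rap1B preloaded with BODIPY-GDP and 50 uM GDP; compounds tested as concentration series, 5 min at room temperature, then read every 5 min for 30 min (ex 480/em 540 nm); normalized to 6.5 mM cAMP.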
EPAC1 antag: blocks human EPAC1 exchange factor | AID 720709 | 360,000 tested, 0.14% active | Potency, µM (highest dose often 115 µM), without a hit: at the top dose activity change, negative = inhibition, most hits filed as inhibitors | O95398 | EPAC1 GEF assay, Rap1b-BODIPY-GDP exchange fluorescence;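 also: potency is read from the fitted curve at half-maximal effect; plate controls were vehicle for no effect and positive control for full effect; nearly all actives have a fitted effect of over 50% in size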
Abeta yeast res: A-beta toxicity reversal in yeast; yeast expressing A-beta42, growth rescue, OD600, 48 h; response scale: 0% DMSO, 100% iron-clioquinol control; Potency, µM (series often up to 46.1 µM), inactives show top-dose growth rescue, most hits filed as activators; 410,000 tested, 0.063% active; AID 1347071; also: potency is read from the fitted curve at half-maximal effect; nearly all actives have a fitted effect of over 55% in size
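Growth rescue measured by 600 nm absorbance after 48 h yeast culture at 30 C with compound. Values normalized between DMSO and an equimolar ferric chloride plus clioquinol control.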
WRN helicase inh: blocks human WRN helicase | Q14191 | WRN helicase unwinding, fluorescent forked duplex, kinetic | Potency, µM (doses to about 114 µM), for the others: at the highest dose activity change, negative = inhibition, most hits filed as inhibitors | 360,000 tested, 0.46% active | AID 651768; also: potency is read from the fitted curve at half-maximal effect; % is scaled to controls: 0 for no effect and ±100 for the full control effect; nearly all actives have a fitted effect of over 55% in size
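Enzyme (20 nM final) and test compound sit together 15 min at room temperature before substrate addition. Substrate is a single-forked duplex oligonucleotide (100 nM) labelled with fluorophore and quencher, with 2 mM ATP; helicase unwinding raises red fluorescence, read kinetically.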
aSyn yeast inh: rescues yeast growth from alpha-synuclein toxicity. Yeast expressing alpha-synuclein, growth rescue, BacTiter-Glo, 24 h. Potency, µM (doses to about 46.1 µM), inactives show at the highest dose growth rescue (activation), hits mostly activators. 370,000 tested, 0.14% active; also: potency is read from the fitted curve at half-maximal effect; % of control where 0% means no effect; nearly all actives have a fitted effect of over 65% in size
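Readout is rescue of growth in alpha-synuclein-expressing yeast, so inhibitors of toxicity appear as activators. Growth after 24 hr at 30 deg C in galactose medium is quantified by luminescence.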
IL-2 act: activates IL-2 in a cell-based reporter assay; IL-2 activation reporter assay, cell-based qHTS; stimulated with anti-CD3/CD4/CD28 beads; in transgenic mouse T cells; activation, % (series mostly up to about 46 µM); 360,000 tested, 0.065% active; AID 652025; in the data active = activation above about 50%; inconclusive = mostly about 30% to 49%; also: 0% is about no effect
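Readout: EGFP and DsRed signals by fluorescent plate cytometry. Unstimulated transgenic mouse T cells received compound 60 min before antibody-bead stimulation, then incubated 18 h at 37 degrees C.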
PLK1 PBD inh: PLK1 (human) polo-box domain binding inhibition; Plk1 PBD binding of FITC phosphopeptide, fluorescence polarization; Potency, µM, for inactives: max response, negative = inhibition, hits mostly inhibitors; 360,000 tested, 2.8% active; AID 720504; also: potency is read from the fitted curve at half-maximal effect; series mostly up to about 57 µM; % is scaled to controls: 0 for no effect and ±100 for the full control effect; nearly all actives have a fitted effect of over 65% in size
Target sequence (P53350 whole entry, looked up, the tested form may be a part): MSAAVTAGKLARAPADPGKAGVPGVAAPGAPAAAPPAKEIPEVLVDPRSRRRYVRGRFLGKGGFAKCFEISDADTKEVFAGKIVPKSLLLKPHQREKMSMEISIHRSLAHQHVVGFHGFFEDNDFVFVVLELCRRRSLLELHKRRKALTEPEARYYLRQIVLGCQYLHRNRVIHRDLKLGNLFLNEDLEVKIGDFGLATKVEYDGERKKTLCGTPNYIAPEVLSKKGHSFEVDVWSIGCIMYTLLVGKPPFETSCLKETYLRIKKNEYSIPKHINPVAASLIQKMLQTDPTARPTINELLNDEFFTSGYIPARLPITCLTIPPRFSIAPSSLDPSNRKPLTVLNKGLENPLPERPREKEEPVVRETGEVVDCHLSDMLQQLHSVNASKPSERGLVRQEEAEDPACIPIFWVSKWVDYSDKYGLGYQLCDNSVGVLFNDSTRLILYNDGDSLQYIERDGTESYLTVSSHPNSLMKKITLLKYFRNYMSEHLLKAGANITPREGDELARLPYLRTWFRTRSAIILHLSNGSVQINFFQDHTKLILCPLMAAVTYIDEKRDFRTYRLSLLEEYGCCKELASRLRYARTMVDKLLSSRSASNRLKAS
FUS suppressor: FUS proteinopathy suppression in yeast; S. cerevisiae FUS-expressing, growth rescue, OD600, 24 h; Potency, µM (highest dose often 76.6 µM), inactives show at the highest dose growth rescue (activation), usual class: activators; 390,000 tested, 0.24% active;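 also: potency is read from the fitted curve at half-maximal effect; plate controls were DMSO vehicle for no effect and reference control for full effect; nearly all actives have a fitted effect of over 55% in size; some results filed as inactive show a strong effect at the top dose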
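Restored growth of FUS-toxic S. cerevisiae, read as 600 nm absorbance after 24 h at 30C in galactose medium (starting OD 0.005). Controls CP55940 and DMSO.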
PI5P4Ka inh: blocks human PI5P4K alpha kinase activity; P48426; PI5P4Kalpha enzyme, ADP-Glo luminescence, 60 min; hits give low values; max response, %; 330,000 tested, 1.2% active; AID 652105; active = max response of -50% or lower; inconclusive = between -30% and -50%; inactive = -30% or higher; also: value at the top dose of about 77 µM; % is scaled to controls: 0 for no effect and ±100 for the full control effect
Target sequence (P48426 whole entry, looked up): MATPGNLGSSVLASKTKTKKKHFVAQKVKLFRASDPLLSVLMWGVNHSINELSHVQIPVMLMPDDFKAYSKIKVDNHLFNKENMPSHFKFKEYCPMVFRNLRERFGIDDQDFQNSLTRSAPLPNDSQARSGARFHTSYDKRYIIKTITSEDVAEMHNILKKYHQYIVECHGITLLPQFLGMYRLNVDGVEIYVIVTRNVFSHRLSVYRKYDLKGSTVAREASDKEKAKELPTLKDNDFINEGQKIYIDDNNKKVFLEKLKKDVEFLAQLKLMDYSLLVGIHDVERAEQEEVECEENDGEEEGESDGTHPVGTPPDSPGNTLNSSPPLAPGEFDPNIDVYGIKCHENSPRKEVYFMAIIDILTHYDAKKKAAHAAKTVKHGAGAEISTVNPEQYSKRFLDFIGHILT
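Controls without substrate or without enzyme flank wells where PI5P4Kalpha converts substrate using 5 microM ATP (final). Incubation lasts 60 minutes at room temperature; ADP formed is read by ADP-Glo luminescence.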
The depositor's hits bear a star; ? = inconclusive; · = no result given; & = joins results of further samples; [ ] = remark or other dose. Unless noted, calls follow the shape of the dose curve; as a rule, active = well fitted curve in the direction sought with a large enough effect; inconclusive = small, poorly fitted or top-dose-only effect, or another doubt; inactive = no such curve, though single readings can be large; an effect the other way counts as inactive or inconclusive.

Structure	EPAC1 agonist	EPAC1 antag	Abeta yeast res	WRN helicase inh	aSyn yeast inh	IL-2 act	PLK1 PBD inh	FUS suppressor	PI5P4Ka inh
CCC(C)NC(=S)Nc1ccc(F)cc1 (configuration not stated)	4.4%	11.0%	?	4.7%	4.0%	-1.7	-15.7%	-23.6%	-6.6
CN(Cc1ccccc1)C1CC(=O)N(c2ccc(C(=O)O)cc2)C1=O (configuration not stated)	-6.8%	4.7%	-23.5%	1.2%	20.3%	0.3	-3.4%	30.7%	·
Cn1c(=O)c2c(nc(OC3CCCC3)n2C)n(C)c1=O	-1.2%	2.8%	-7.1%	1.8%	2.1%	0.0	-1.9%	·	2.9
CC(/C=C/c1ccc2c(c1)OCO2)=N/NC(=O)COc1ccc(C)cc1	-0.1%	-2.7%	-9.0%	7.6%	2.1%	0.2	-14.8%	·	-9.4
C=CCNC(=O)CN(c1ccc(F)cc1)S(=O)(=O)c1ccc(OC)cc1	4.4%	-19.5%	16.6%	-3.4%	6.4%	-1.9	0.5%	-11.8%	-0.8
CC1(C)CC(=O)C2=C(C1)N(CCN1CCOCC1)C1=C(C(=O)CC(C)(C)C1)C2c1ccc(Cl)cc1	13.5%	-15.2%	2.0%	1.4%	-1.7%	-1.7	-18.2%	-6.1%	1.2
COc1ccccc1NC(=O)c1ccc(NS(C)(=O)=O)cc1	9.8%	-0.8%	-4.6%	-3.8%	0.0%	-1.2	-7.8%	-12.3%	·
Oc1ccc(Cl)cc1/C=N/c1nc2ccccc2[nH]1	5.6%	3.5%	-1.0%	5.4%	-10.8%	-1.2	-12.4%	-13.3%	·
Cc1cccc(NS(=O)(=O)c2ccc(-c3ccc(=O)[nH]n3)o2)c1	7.7%	3.4%	7.4%	-5.4%	3.9%	-1.6	-15.4%	12.5%	2.1
C[C@H]1CN([C@@H](C)CO)S(=O)(=O)c2ccc(C3=CCCC3)cc2O[C@@H]1CN(C)C(=O)C1CCCCC1	-6.7%	-22.7%	-1.9%	-7.0%	7.9%	-2.6	-17.3%	?	8.7
COc1ccccc1-c1noc2ncnc(Nc3ccccc3C)c12	-10.5%	-5.0%	1.1%	-2.2%	-2.3%	0.0	-9.9%	-21.9%	-8.9
COc1ccccc1N=Nc1c(C)n[nH]c1C	-0.5%	16.1%	9.8%	1.5%	6.7%	-3.4	2.7%	15.7%	2.1
CCOC(=O)C1(Cc2ccccc2)CCCN(Cc2cnn(CC)c2)C1 (configuration not stated)	-5.9%	2.3%	12.1%	-6.2%	-1.0%	-0.4	3.4%	-2.2%	-1.5
COc1ccc(N(CC(=O)N/N=C/c2ccccc2F)S(=O)(=O)c2ccccc2)cc1	-8.5%	-3.1%	8.5%	4.8%	3.1%	-1.5	1.2%	28.3%	0.8
Cc1cccc2cc(C#N)c(N3CCC(O)CC3)nc12	3.5%	-3.1%	-1.3%	0.7%	18.8%	0.0	-9.1%	-5.2%	7.0
O=S(=O)(c1ccc(Cl)cc1)c1cnc2ccccc2n1	-10.5%	-8.8%	-52.3%[inhibitor]	?	4.8%	-2.0	-8.8%	6.4%	3.0
COC(=O)CSc1nnc2cc(C)c3ccccc3n12	3.0%	-1.7%	-18.8%	-5.5%	-0.3%	-2.9	-0.6%	18.1%	1.9
Cc1nn(C(C)(C)C)c(OC(=O)c2ccco2)c1Sc1ccccc1	12.8%	-12.3%	-27.2%	-10.1%	-7.9%	-2.4	-12.9%	21.9%	7.4
CCCc1[nH]c(=O)c(C#N)c2c1CCCC2	-11.1%	6.1%	0.0%	-15.1%	1.6%	-0.3	-4.9%	34.8%	·
CCc1n[nH]c(=S)n1/N=C/c1cc(Br)c(OC)cc1OC	8.7%	-14.1%	12.2%	-35.9%[57.1 µM]	-10.2%	2.0	-15.2%	0.0%	-11.8
O=C(NN1C(=O)C2C3CCC(O3)C2C1=O)c1ccc(Cl)cc1 (configuration not stated)	11.0%	3.0%	3.4%	3.6%	-1.5%	-2.0	-10.9%	7.7%	5.5
C[C@@H]1CCCCO[C@@H](CN(C)Cc2ccccc2)[C@@H](C)CN([C@H](C)CO)C(=O)c2cc(N(C)C)ccc2O1	-7.3%	19.9%	6.4%	-0.6%	-8.9%	-3.0	28.7%	-11.9%	-2.2
O=C(Nc1ccccc1)c1ccc(CSc2ncccn2)cc1	2.4%	15.1%	-4.8%	1.8%	-8.1%	0.2	1.0%	1.7%	1.0
O=C(CCNS(=O)(=O)c1ccc(Br)cc1)NCc1ccco1	-5.5%	6.9%	25.8%	-3.4%	1.3%	-2.2	-1.6%	4.1%	-0.9

Some of these compounds in order of the WRN helicase inh value, high to low.
| SMILES | WRN helicase inh |
| --- | --- |
| COc1ccc(N(CC(=O)N/N=C/c2ccccc2F)S(=O)(=O)c2ccccc2)cc1 | 4.8% |
| COC(=O)CSc1nnc2cc(C)c3ccccc3n12 | -5.5% |
| CCCc1[nH]c(=O)c(C#N)c2c1CCCC2 | -15.1% |

(more compounds)
Structure	EPAC1 agonist	EPAC1 antag	Abeta yeast res	WRN helicase inh	aSyn yeast inh	IL-2 act	PLK1 PBD inh	FUS suppressor	PI5P4Ka inh
COc1ccc(S(=O)(=O)Nc2cccc3c2O[C@H](CN(C)C(=O)NC2CCCCC2)[C@@H](C)CN([C@H](C)CO)C3=O)cc1	-10.0%	17.0%	-14.0%	-10.1%	1.4%	-0.2	-9.0%	44.5%	2.7
O=C(COC(=O)Cn1cnc2ccccc21)Nc1cc2c(cc1Cl)C(=O)c1ccccc1C2=O	-1.8%	0.1%	-13.2%	-7.9%	16.0%	-3.6	-5.7%	-12.4%	?
CC(C)CN(C(=O)c1ccc(S(=O)(=O)N2CCCCC2)cc1)C1CCS(=O)(=O)C1 (configuration not stated)	1.8%	-7.3%	-0.3%	-3.9%	-7.4%	-0.6	-9.6%	12.7%	0.4
COC(c1ccccc1)c1nnc(CCC(=O)N2CCN(C3CCCC3)CC2)o1 (configuration not stated)	4.4%	-12.6%	1.8%	-11.5%	1.5%	-1.3	-0.9%	·	-5.3
COc1cc(-n2c(N)c(C(=O)NCc3ccco3)c3nc4ccccc4nc32)cc(OC)c1OC	6.9%	-16.2%	5.9%	-8.5%	1.9%	-0.3	1.6%	16.7%	2.6
Cc1ccc(S(=O)(=O)N2CCC(C(=O)N3Cc4ccccc4C3)CC2)cc1	2.1%	10.1%	-11.5%	-3.8%	2.2%	0.1	-18.8%	16.5%	-4.2
CCOC(=O)C1=C(c2ccccc2)NC(SCC(=O)NC2CCCCC2)=C(C#N)C1c1ccco1 (configuration not stated)	15.0%	-12.6%	4.6%	-15.3%	-3.7%	0.2	0.4%	-2.4%	·
CCOc1ccnc2c1c(=O)n(Cc1cc(OC)cc(OC)c1)c(=O)n2C	2.7%	-14.1%	7.2%	6.4%	1.1%	1.1	-5.8%	-8.1%	5.3
C=CCN1C(=O)CSc2ccc(C(=O)NC(C)c3ccccc3)cc21 (configuration not stated)	12.4%	-8.3%	20.6%	-1.0%	-1.6%	-0.8	-14.0%	12.7%	-0.8
COc1ccc(N/C=C/C(=O)C(F)(F)F)cc1	0.0%	-22.9%	9.8%	0.6%	-4.0%	-0.2	-8.9%	·	-10.9
CN1CCc2c(sc(NC(=O)c3ccc(C(=O)c4ccccc4)cc3)c2C(N)=O)C1	3.8%	18.9%	14.8%	-5.3%	-0.8%	?	0.1%	7.0%	-29.0
O=C1NC[C@H](CCCCN2C[C@H](Cc3ccc(O)cc3)N(CC3CCCCC3)C(=O)C2=O)N(CCc2ccc(O)cc2)C1=O	4.8%	-5.8%	-1.5%	-8.1%	6.4%	0.4	6.8%	22.5%	-1.9
CC(C)c1[nH]nc2c1C(Cc1ccccc1)C(C#N)=C(N)O2 (configuration not stated)	-2.2%	6.9%	7.1%	4.1%	-3.3%	-3.1	-24.2%	?	-27.8
COc1ccc(/C=C/C(=O)OCC(=O)Nc2cccc(S(=O)(=O)NC3=NCCCCC3)c2)cc1	2.9%	-9.6%	1.7%	-4.7%	-0.2%	-0.9	-9.1%	?	2.7
CCC(C(=O)NC1CCCCC1)n1c(SCc2ccccc2F)nc2ccncc21 (configuration not stated)	-5.1%	10.8%	-24.4%&1.4%	2.4%	-7.6%&-5.1%	-3.3	-0.7%	14.8%&9.0%	0.7
N#Cc1ccc(C(C(=O)NC2CCCCC2)n2c(=O)c(-c3ccco3)nc3ccccc32)cc1 (configuration not stated)	12.9%	-23.9%	-0.2%	-9.1%	-1.2%	-0.6	?	?	-74.5*
Cc1ccc2nc(-c3ccco3)c(Nc3ccccc3)n2c1	-1.0%	-19.7%	-17.7%	14.2%	-9.9%&-8.9%	2.4	?	·	0.0
Cc1[nH]n(-c2ccccc2)c(=O)c1C=NCCc1ccccc1	8.1%	-9.7%	-3.9%	7.1%	-2.1%	-1.3	-11.2%	-23.9%	2.3
Cc1ccsc1/C=N\NC(=O)Cn1nnc2ccccc21	-6.0%	-2.3%	4.2%	-1.3%	-0.6%	-0.1	-12.6%	-7.3%	-9.7
CC1CN(C(=O)COc2coc(CN3CCc4ccccc4C3)cc2=O)CC(C)O1 (configuration not stated)	4.8%	-7.2%	1.5%	-12.2%	-12.5%	1.1	-3.5%	6.5%	0.8
COc1ccc(CNC(=O)c2c(C)oc3c2C(=O)c2ccccc2C3=O)cc1	5.0%	-2.6%	-40.6%[inhibitor]	0.0%	2.7%	-2.3	-7.8%	-18.3%	-3.7
CC1=C(C(=O)N(C(C)C)C(C)C)CC(CC(=O)NC2CCCCC2)C(=O)N1Cc1ccc(F)cc1 (configuration not stated)	-17.9%	11.6%	-6.0%	12.5%	10.9%	-0.2	0.9%	2.9%	-0.4
Cc1c(C(=O)NCc2cccc([N+](=O)[O-])c2)sc(=O)n1Cc1cccc(F)c1	7.6%	-4.5%	4.1%	-5.3%[57.1 µM]	6.3%	-0.5	-2.1%	33.3%	8.1
